Runt-SMMHC FRET – inhibitors of RUNX1 Runt–CBFb-SMMHC binding, primary screen, biochemical, FRET, Cerulean-Runt, Venus-CBFb-SMMHC, uHTS; inhibition, % at 20 µM; actives 0.74% (n = 220,000); Cerulean-Runt/Venus-CBFb-SMMHC FRET ratio 530/480, 1 h; Runt-related transcription factor 1 (Homo sapiens) + Core-binding factor subunit beta …;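 active = mean inhibition across duplicate retests at 20 µM reaching about 50%, limit read from the data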;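 also: 0% = DMSO wells and 100% = wells with excess untagged CBFb-SMMHC; inhibitors lower the FRET ratio by blocking Runt binding to CBFb-SMMHC; some results filed as inactive read as strong as hits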
Hck Nef HTS – inhibitors of Nef-activated human Hck kinase, primary screen, biochemical, Z-Lyte FRET, 384-well, Hck-YEEI | actives 0.68% (n = 220,000) | Recombinant Hck-YEEI plus Nef, Z-Lyte FRET kinase assay | inhibition, % at 20 µM;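 active = Hck-Nef kinase inhibition above about 50%, limit read from the data; inactive = inhibition below that limit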;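 also: 0% = DMSO with Hck plus Nef and 100% = Hck alone without Nef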
Wee1 degr inh – Wee1 degradation inhibitors, primary screen, cell-based, HeLa, Wee1K328M-luciferase, luminescence | Wee1-like protein kinase (Homo sapiens), P30291 | HeLa Luc-Wee1K328M stability; 100% = proteasome inhibitor MG132 effect | reporter increase, % at 5 µM | actives 1.2% (n = 220,000) | AID 1321, 2008;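 active = activation above the mean of all tested compounds plus 3 SD, set per screening run, cut at about 8.8% in these data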;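 also: cells exposed to compound for 20 h before luminescence read; 0% = DMSO alone and 100% = MG132 at 30 µM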
FXIa inh – human FXIa protease inhibitors, primary screen, biochemical, 1536-well | inhibition, % at 5 µM | actives 0.14% (n = 220,000) | Coagulation factor XI (Homo sapiens), P03951 | purified FXIa, Boc-Glu-Ala-Arg-AMC fluorogenic substrate;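 active = inhibition of at least 40%; inactive = inhibition below 40%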;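 also: fluorescence of freed AMC excited at 355 nm; 0% = enzyme without compound and 100% = no enzyme blank; many of its hits are not listed in these tables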
Target sequence (P03951 19-387 limits assumed): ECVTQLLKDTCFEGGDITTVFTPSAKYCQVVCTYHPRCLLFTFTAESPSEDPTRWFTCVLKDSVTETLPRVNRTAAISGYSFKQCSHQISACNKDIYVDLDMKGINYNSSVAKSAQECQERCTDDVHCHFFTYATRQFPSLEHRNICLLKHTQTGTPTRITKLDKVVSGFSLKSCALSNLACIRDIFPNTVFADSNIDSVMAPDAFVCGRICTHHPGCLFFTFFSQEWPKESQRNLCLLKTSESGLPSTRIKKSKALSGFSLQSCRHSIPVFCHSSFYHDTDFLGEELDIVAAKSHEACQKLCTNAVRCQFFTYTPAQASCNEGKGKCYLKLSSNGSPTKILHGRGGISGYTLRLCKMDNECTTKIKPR
Target sequence (P03951 388-625 limits assumed): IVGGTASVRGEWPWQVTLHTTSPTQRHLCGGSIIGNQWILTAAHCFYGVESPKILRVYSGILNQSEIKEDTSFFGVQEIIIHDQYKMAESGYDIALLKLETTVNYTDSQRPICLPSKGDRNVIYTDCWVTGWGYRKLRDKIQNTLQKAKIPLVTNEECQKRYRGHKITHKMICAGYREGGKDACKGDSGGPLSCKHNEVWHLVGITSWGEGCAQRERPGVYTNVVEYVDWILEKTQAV
FXIIa inh – human FXIIa protease inhibitors, primary screen, biochemical, 1536-well; Coagulation factor XII (Homo sapiens), P00748; purified FXIIa, Boc-QGR-AMC fluorogenic substrate, 2 h; inhibition, % at 5 µM; actives 0.3% (n = 220,000); in the data active = inhibition above about 40%;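 also: 0% = enzyme with no compound and 100% = blank without enzyme; many of its hits are not listed in these tables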
Runt-CBFb FRET – inhibitors of RUNX1 Runt–CBFb binding, primary screen, biochemical, FRET, Cerulean-Runt, Venus-CBFb, uHTS. inhibition, % at 20 µM. actives 0.46% (n = 220,000). Runt-related transcription factor 1 (Homo sapiens) + Core-binding factor subunit beta …. Cerulean-Runt/Venus-CBFb FRET ratio 530/480, 1 h;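 active = inhibition over about 50% at 20 µM in the single-dose screen, limit read from the data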;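 also: 0% = DMSO wells and 100% = excess unlabeled CBFb competitor control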
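test system = Cerulean-Runt domain fusion protein, energy donor | probe or stimulus = Venus-CBFb binding partner, 100 nM | incubation = two 1 h room-temperature incubations shielded from light | detection = fluorescence energy transfer, 422 nm excitation, 530/480 nm emission | measure = loss of energy transfer signal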
KLK5 inh – human KLK5 protease inhibitors, primary screen, biochemical, 1536-well. Kallikrein-5 (Homo sapiens), Q9Y337. recombinant hK5, fluorogenic AMC substrate cleavage. inhibition, % at 5 µM. actives 0.59% (n = 210,000). AID 873, 2007;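 active = inhibition of 40% or more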;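 also: 0% = enzyme controls without compound and 100% = no-enzyme blanks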
Target sequence (Q9Y337 67-293 limits assumed): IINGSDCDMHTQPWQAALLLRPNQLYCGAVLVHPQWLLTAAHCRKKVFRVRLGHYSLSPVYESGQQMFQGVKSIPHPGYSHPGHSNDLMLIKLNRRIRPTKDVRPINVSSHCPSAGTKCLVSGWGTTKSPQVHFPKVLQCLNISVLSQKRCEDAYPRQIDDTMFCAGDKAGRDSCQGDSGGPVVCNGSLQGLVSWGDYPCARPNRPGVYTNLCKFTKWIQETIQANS
thrombin 1536 – human alpha-thrombin inhibitors, primary screen, counter-screen for coagulation protease inhibitor project, biochemical, 1536-well, fluorogenic AMC substrate; actives 0.26% (n = 220,000); Prothrombin (Homo sapiens), P00734; AID 1046, 2008; Boc-VPR-AMC fluorogenic substrate cleavage; inhibition, % at 5 µM;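 active = inhibition at or above 40%; inactive = inhibition below 40%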;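 also: 0% = enzyme with no compound and 100% = wells without enzyme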
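System – human alpha-thrombin · Medium – pH 7.5 Tris (50 mM) with NaCl 150 mM, Tween 20 0.05% · Compound – single-point dosing at 5 µM, 0.2% DMSO · Incubation – enzyme reaction carried out at room temperature · Technique – fluorescence of released AMC, ex 355 nm, em 460 nm · Read-out basis – % inhibition of thrombin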
14-3-3 Bad inh – inhibitors of 14-3-3 zeta/Bad binding, primary screen, biochemical, TR-FRET, bovine 14-3-3 zeta; inhibition, % at 21.7 µM; TR-FRET 14-3-3zeta/Dy647-pBad peptide displacement, 1 h; actives 0.71% (n = 220,000); 14-3-3 protein zeta/delta (Bos taurus), P63103; AID 781, 2007;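 active = inhibition above about 70%, limit read from the data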;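 also: 0% = full 14-3-3 plus peptide FRET controls and 100% = background without 14-3-3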
The depositor's hits bear a star; . = no result given; [ ] = another dose, or the depositor's remark.

SMILES	Runt-SMMHC FRET	Hck Nef HTS	Wee1 degr inh	FXIa inh	FXIIa inh	Runt-CBFb FRET	KLK5 inh	thrombin 1536	14-3-3 Bad inh
COc1ccc(-c2cc(C(=O)Nc3cc(C)on3)no2)cc1OC	2	-32	1	-4	6	-1	-10	4	-8
C/C(Cn1nnc([N+](=O)[O-])n1)=N\NC(=O)c1ccc(O)cc1	-1	17	-2	1	8	0	1	-1	-2
Cc1nn(C)c(C)c1CCC(=O)O	.	14	-3	-5	5	.	-1	-13	1
CCOc1ccc(-n2c(O)c(/C=N/Nc3nnc(C)c(=O)[nH]3)c3ccccc3c2=O)cc1	-15	29	-2	-4	3	1	-14	-9	-22
O=C(COC(=O)c1ccccn1)Nc1ncc(C(F)(F)F)cc1Cl	-2	-8	-2	1	15	-3	-11	4	-6
CCCCn1c(NCCN(C)C)nc2c1c(=O)[nH]c(=O)n2C	-6	1	3	-2	10	-3	2	-5	5
Nc1nc(N)nc(-c2ccc(Oc3ccccc3)cc2)n1	-1	19	2	-9	1	-2	-4	-3	4
O=C(O)Cc1ccc(NS(=O)(=O)c2ccccc2Br)cc1	14	-24	4	-2	5	2	0	-5	1
Cc1cc2c(NC(=O)CC(C)(C)CC(=O)O)cccc2nn1	1	17	-1	1	7	1	1	-1	-3
CCOC(=O)c1c(C)oc2c1c1c(c3ccccc32)OCN(Cc2cccnc2)C1	-58	3	1	2	5	28	-8	-5	0
CCN(CC)CCn1c(C)nc2ccccc21	0	3	-3	2	6	2	3	0	10
CC(OC(=O)c1ccncc1)C(=O)Nc1cccc([N+](=O)[O-])c1 (stereo not given)	-3	30	0	1	-6	0	-6	-4	4
Cc1nn(Cc2ccc(Cl)cc2Cl)c(C)c1NC(=O)c1sc2ccccc2c1Cl	1	-1	-2	1	2	1	-4	0	-5[fluorescence artefact?]
CC(Oc1ccc(Cl)cc1Cl)C(=O)NCCCn1ccnc1 (stereo not given)	81*	9	-2	2	23	27	-2	4	4
Cc1ccc(-c2nnn(CC(=O)N(c3ccc(F)cc3)C(C(=O)NC3CCCC3)c3ccco3)n2)o1 (stereo not given)	0	5	-1	3	14	-1	7	0	0
COCC(=O)N(Cc1cc2ccc(C)c(C)c2n2nnnc12)C1CCCC1	0	8	-1	-3	7	-4	-15	5	9
Cc1ncoc1C(=O)N1CCc2c([nH]c3ccccc23)C1c1ccccc1F (stereo not given)	0	24	3	0	10	-1	-14	-2	-7
CCOCCCNC(=O)/C(C#N)=C/c1cc(Br)c(O)c(Br)c1	116*	21	0	7	10	68*	4	-8	-9
O=C1Nc2ccccc2C1=Nc1ccc(-c2nnc3n2CCCCC3)cc1	0	-2	1	3	13	0	0	-1	4
Cc1ccccc1-n1c(Cn2c(=O)sc3ccccc32)nnc1SCC(=O)N1CCOCC1	-1	0	-1	0	9	2	-9	-6	3
CCc1ccc(NC(=O)COC(=O)C2(c3ccc(Cl)cc3)CCCC2)cc1	2	4	0	5	12	0	-10	-10	10
Cc1cccc(C)c1N/C=C/c1onc(C)c1[N+](=O)[O-]	-6	-2	3	7	3	-6	9	4	11
O=C1C2(CCCC13COC(c1ccc(O)cc1)OC3)COC(c1ccc(O)cc1)OC2 (stereo not given)	-15	4	-2	5	5	-4	-4	-4	42
O=C(Nc1ccc(NC(=O)c2ccccn2)cc1)C(=O)Nc1ccc2c(c1)OCCO2	-4	18	0	1	2	2	-2	-4	43
CC(=O)c1ccc(N2CCN(C(=O)CCCn3c(=O)[nH]c4ccc(Br)cc4c3=O)CC2)cc1	0	13	-2	-1	8	-1	-1	-3	-8
N#C/C(=C(/O)CN1CCN(c2ccccc2F)CC1)c1nc(-c2ccccc2)cs1	-5	1	3	-4	8	0	-22	-1	-10[fluorescence artefact?]
CC(C)c1ccc2[nH]c3c(c2c1)CCCC3=O	2	-2	-1	2	1	0	1	-2	11
CC(=O)C1=C(O)C(=O)N(c2ccc(C(=O)O)cc2)C1c1ccccc1 (stereo not given)	-5	5	9.2*	8	30	-1	-1	1	15
CCC(C)NC(=O)CCNS(=O)(=O)c1ccc(Br)cc1 (stereo not given)	-3	-4	-1	2	15	1	-23	2	-10
Cn1nnc(NC(=S)NC(=O)c2ccco2)n1	-4	0	-3	19	19	5	-2	-8	3[fluorescence artefact?]
C/C=C/c1ccccc1OCc1ccc(C(=O)O)o1	3	14	0	1	9	0	-1	-7	-1
c1ccc(C2OC3c4cccc5cccc(c45)C3N2c2ccccc2)cc1 (stereo not given)	3	10	3	4	10	-1	-2	0	-3[fluorescence artefact?]
c1ccc(Cc2nnc3sc(Nc4ccccc4)nn23)cc1	3	1	-1	14	23	-3	2	9	2
CN(C)S(=O)(=O)c1ccc(C(=O)Nc2ccccc2[N+](=O)[O-])cc1	-4	4	2	2	8	-1	-18	-4	-26[fluorescence artefact?]
CC(=O)c1ccc(NC(=O)C2CCC(C)NC2=O)cc1 (stereo not given)	0	0	2	3	15	0	-5	2	-3[fluorescence artefact?]
Cc1ccnc(NC(=O)c2sc3ccccc3c2Cl)c1	2	4	-1	5	9	-2	-1	-7	-2
NC(=O)C1CCCN(Cc2ccc(Cl)cc2)C1 (stereo not given)	-1	0	7	0	9	0	2	1	72*
Cc1cccc(C)c1NS(=O)(=O)c1ccc(NC(=O)c2ccc(Cl)c([N+](=O)[O-])c2)cc1	1	1	1	-1	5	0	-25	-8	1
Cc1ccc2nc(-c3ccc4c(c3)OCCO4)cn2c1	-1	6	-3	-6	6	-15	2	-3	4
COc1ccc(-c2csc(NC(=S)NC(=O)/C=C/c3ccco3)n2)cc1OC	1	10	-3	7	4	12	-15	-5	21[fluorescence artefact?]

Some entries already given with just Wee1 degr inh and thrombin 1536.
Structure	Wee1 degr inh	thrombin 1536
CC(=O)c1ccc(N2CCN(C(=O)CCCn3c(=O)[nH]c4ccc(Br)cc4c3=O)CC2)cc1	-2	-3
CCOc1ccc(-n2c(O)c(/C=N/Nc3nnc(C)c(=O)[nH]3)c3ccccc3c2=O)cc1	-2	-9
CCC(C)NC(=O)CCNS(=O)(=O)c1ccc(Br)cc1 (stereo not given)	-1	2

Next section.
SMILES	Runt-SMMHC FRET	Hck Nef HTS	Wee1 degr inh	FXIa inh	FXIIa inh	Runt-CBFb FRET	KLK5 inh	thrombin 1536	14-3-3 Bad inh
COCCNC(=O)Nc1ccc2nc(-c3cccs3)c(-c3cccs3)nc2c1	81*	2	-1	4	16	15	-2	6	.
Cc1cc2cc(CN(Cc3ccco3)C(=O)NCc3ccccc3)c(=O)[nH]c2cc1C	-4	-5	1	2	10	1	-9	1	-2
CCS(=O)(=O)NCCc1cc2cc(C)c(C)cc2[nH]c1=O	0	0	2	0	7	-1	-5	5	5[fluorescence artefact?]
O=C(NC1=NCCCCC1)c1cccc2ccccc12	1	16	-1	-11	-1	-2	-9	2	-9
CCc1n[nH]c(=S)n1/N=C/c1cc(Br)c(O)c(OC)c1	17	3	-4	2	7	25	1	-4	-5
Cc1ccc(-c2nn3c(C)nnc3c3ccccc23)cc1S(=O)(=O)NCCO	1	20	-4	2	8	0	12	-4	3
CCCCN(CC)S(=O)(=O)c1ccc2c(c1)CCCN2C(C)=O	1	16	3	-14	5	0	-8	1	-1[fluorescence artefact?]
CC(C)[C@H](Nc1ccc(S(=O)(=O)N2CCOCC2)cc1[N+](=O)[O-])C(=O)OCC(N)=O	2	2	-3	0	4	-2	-12	-7	-4[fluorescence artefact?]
O=C(Cn1cnc2ccccc2c1=O)NCC(=O)N1CCN(c2ccccn2)CC1	1	1	-2	3	9	0	16	-2	4
COc1ccc(/C=C/C(=O)OC(C)CN2CCOCC2)cc1 (stereo not given)	1	3	1	2	2	0	3	-1	45
O=C(CN(C(=O)C1CSC(=O)C1)c1ccccc1F)NCc1ccc2c(c1)OCO2 (stereo not given)	2	3	-2	-13	-6	-2	-25	-12	1
O=c1oc2ccccc2c2oc3cc(O)c(O)cc3c12	-67	-140	2	5	4	-4	6	-2	15
CC(C)C[C@@H]1NC(=O)[C@H](CO)NC(=O)c2cc([N+](=O)[O-])cc(I)c2OCC[C@@H](C(N)=O)NC1=O	-1	-1	1	2	11	-1	-9	-2	10
O=C(CCCC1=NS(=O)(=O)c2ccccc2N1)N1CCN(c2ccccc2)CC1	4	0	4	1	12	1	-12	2	-5
Cc1ccc(/C(N)=N/OC(=O)Cc2cccs2)cc1	0	0	3	6	18	-2	3	1	3
COc1ccc(/C=C/c2ccccc2)cc1[C@H]1[C@@H]2C=CCC[C@@]2(C)C(=O)N1Cc1ccccc1	4	19	.	0	3	1	-1	-5	-3
O=C(COc1ccc(S(=O)(=O)NC2CCCCC2)cc1Cl)N1CCN(c2ccccc2)CC1	-2	-2	-2	-2	10	-2	10	-2	4
O=C(NNC(=S)Nc1ccccc1)c1cccc(S(=O)(=O)N2CCOCC2)c1	5	13	1	32	31	5	-10	39	-8
Cc1ccc(C#CC[N+]2(C)CCCCC2)cc1	-1	13	-1	1	7	0	0	1	-1
CCC(C)c1ccc(OCCN2CCCC2)cc1 (stereo not given)	2	1	2	-4	-9	1	3	-20	11
O=[N+]([O-])c1ccc(N2N=C(c3ccco3)CC2c2ccccc2)cc1 (stereo not given)	-84	-4	-3	-1	9	-16	-10	-3	-2
Cc1ccc2c(c1)nnn2C1CCN(C(=O)Nc2ccccc2C)CC1	0	21	-3	1	1	1	-4	.	-4
CSC1=NCCN1C(=O)c1cccs1	-1	0	0	3	10	-5	-4	-4	4[fluorescence artefact?]
O=C(NCc1cccc2ccccc12)Nc1ccccc1	1	8	0	-4	3	-2	-2	-7	-11
Cc1ccc(Nc2nc(N3CCOCC3)c3ccccc3n2)cc1	0	1	0	-13	-2	1	-10	-5	1
CC(=O)C1=C(O)C(=O)N(Cc2cccnc2)C1c1ccc(Cl)cc1Cl (stereo not given)	-8	-6	-2	5	11	2	-7	2	22
CCOc1ccc(OCC)c(NC(=O)CCn2cccc2)c1	1	0	-1	1	-7	-2	-1	-3	7[fluorescence artefact?]
COCCN1C(=O)C(=O)/C(=C(/O)c2cccc(OC)c2)C1c1ccncc1 (stereo not given)	-8	1	0	6	15	0	7	4	15

Screening data from PubChem BioAssay.
